Bioassay records from PubChem BioAssay.
DRD3 antagonist – qHTS of D3 Dopamine Receptor Antagonist: qHTS. D3R cells, DiscoveRx beta-arrestin luminescence, antagonist mode; stronger effect = lower value. max response, negative = inhibition, %. actives 2.5% (n = 360,000); in the data active = max response below about -50%; inconclusive = no clear call, values can overlap the other calls; note: % is set by controls: 0 for no effect and ±100 for the full control effect; mostly tested at two doses, the higher about 12 µM
Target sequence (P35462 whole entry, looked up): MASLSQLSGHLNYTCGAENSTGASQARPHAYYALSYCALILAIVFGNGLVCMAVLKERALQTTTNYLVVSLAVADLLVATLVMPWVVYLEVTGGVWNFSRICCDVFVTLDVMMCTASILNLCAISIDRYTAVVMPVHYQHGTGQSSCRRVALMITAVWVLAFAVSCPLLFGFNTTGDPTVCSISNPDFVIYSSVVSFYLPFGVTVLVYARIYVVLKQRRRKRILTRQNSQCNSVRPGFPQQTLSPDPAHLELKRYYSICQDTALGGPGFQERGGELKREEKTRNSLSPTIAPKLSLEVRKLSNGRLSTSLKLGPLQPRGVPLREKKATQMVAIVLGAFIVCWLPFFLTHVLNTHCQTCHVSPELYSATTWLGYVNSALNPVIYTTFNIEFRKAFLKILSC
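Cells expressing the human receptor were seeded at 1500 cells/well, incubated overnight at 37 degrees C in 5% CO2, then exposed to library compounds with dopamine controls for 90 minutes at 37 degrees C before luminescent detection.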
EPAC2 antag – qHTS for Antagonist of cAMP-regulated guanine nucleotide exchange factor 2 (EPAC2): primary screen | Rap guanine nucleotide exchange factor 4 (Homo sapiens), Q8WZA2 | EPAC2 GEF exchange of Rap1B-BODIPY-GDP, fluorescence | Potency, µM (highest dose often 114 µM), inactives show top-dose activity, negative = inhibition, most hits filed as inhibitors | actives 0.18% (n = 360,000) | AID 720708, 2013; note: potency is the fitted concentration of half-maximal effect; % is set by controls: 0 for no effect and ±100 for the full control effect; nearly all actives have a fitted effect of over 45% in size; many of its hits are not listed in these tables
D3 ag – qHTS of D3 Dopamine Receptor Agonist: qHTS. D(3) dopamine receptor (Homo sapiens), P35462. D3R DiscoveRx beta-arrestin cells, luminescence, 90 min. max activation, %. actives 0.58% (n = 410,000). AID 652048, 2013; in the data active = max activation above about 30%; note: 0% is about no effect; mostly tested at two doses, the higher about 12 µM
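Agonist-mode cell screen: cells plated at 1500/well and incubated overnight at 37 °C, then exposed to library compounds for 90 min at 37 °C. Detection reagent was added for 30–60 min at room temperature, and luminescence was read.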
Akt phos inh – HTS Assay for Inhibitors of Akt Phophorylation: Primary Screen; Neuro2A IGF-stimulated pAkt S473 HTRF, 20 min; stronger effect = lower value; activity change, % for hits at 50 µM; actives 0.32% (n = 360,000); AID 651550, 2012; in the data active = activity change below about -80%; inconclusive = mostly about -51% to -80%; note: % is set by controls: 0 for no effect and ±100 for the full control effect
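Single-point screen (50 µM final compound) in Neuro2A cells stimulated 20 min with 6 nM IGF at 37 deg C. After lysis, Ser473-phosphorylated Akt read by HTRF (ex 330 nm, em 615/665 nm) as the 665/615 ratio.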
MmCpn inh – Inhibitors of TCP-1 ring complex (TRiC) of Methanococcus maripaludis (MmCpn): qHTS. Chaperonin Mm-Cpn (Methanococcus maripaludis). AID 504842, 2011. Potency, µM (titrated, usually from 76.9 µM), for the others: top-dose activity, negative = inhibition, most hits filed as inhibitors. actives 0.031% (n = 330,000). purified Mm-Cpn ATPase, ADP Transcreener TR-FRET; note: potency is the fitted concentration of half-maximal effect; % is set by controls: 0 for no effect and ±100 for the full control effect; nearly all actives have a fitted effect of over 80% in size
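Quantitative HTS used 25 nM Mm-CPN and 10 uM ATP in magnesium/KCl Tris buffer, pH 7.4, with 1 mM DTT. Hydrolysis ran 30 min at 37°C; ADP was read by HTRF.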
EPAC2 ag – qHTS for Agonist of cAMP-regulated guanine nucleotide exchange factor 4 (EPAC2): primary screen. EPAC2 activation, biochemical qHTS; response scale: 100% = 6.5 mM cAMP response. Potency, µM (doses to about 154 µM), for the others: at the highest dose activation, most hits filed as activators. actives 0.079% (n = 360,000). AID 720711, 2013; note: potency is the fitted concentration of half-maximal effect; nearly all actives have a fitted effect of over 50% in size
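Each well held 100 nM EPAC2, 250 nM RAP1B-BODIPY-GDP and 50 uM GDP. Fluorescence, read at 5-min intervals to 30 min, was referenced to a 6.5 mM cAMP positive control.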
PTHR1 agonist – qHTS for PTHR1 Agonists: Primary Screen. HEK293 GP2 PTHR1 cells, GloSensor cAMP luminescence, 1 h. Parathyroid hormone/parathyroid hormone-related peptide receptor (Homo sapiens), Q03431. actives 0.075% (n = 410,000). Potency, µM (highest dose often 115 µM), without a hit: top-dose activation, hits mostly activators; note: potency is the fitted concentration of half-maximal effect; nearly all actives have a fitted effect of over 55% in size; some results filed as inactive show a strong effect at the top dose; inactives centre near -15; many of its hits are not listed in these tables
Target sequence (Q03431 whole entry, looked up): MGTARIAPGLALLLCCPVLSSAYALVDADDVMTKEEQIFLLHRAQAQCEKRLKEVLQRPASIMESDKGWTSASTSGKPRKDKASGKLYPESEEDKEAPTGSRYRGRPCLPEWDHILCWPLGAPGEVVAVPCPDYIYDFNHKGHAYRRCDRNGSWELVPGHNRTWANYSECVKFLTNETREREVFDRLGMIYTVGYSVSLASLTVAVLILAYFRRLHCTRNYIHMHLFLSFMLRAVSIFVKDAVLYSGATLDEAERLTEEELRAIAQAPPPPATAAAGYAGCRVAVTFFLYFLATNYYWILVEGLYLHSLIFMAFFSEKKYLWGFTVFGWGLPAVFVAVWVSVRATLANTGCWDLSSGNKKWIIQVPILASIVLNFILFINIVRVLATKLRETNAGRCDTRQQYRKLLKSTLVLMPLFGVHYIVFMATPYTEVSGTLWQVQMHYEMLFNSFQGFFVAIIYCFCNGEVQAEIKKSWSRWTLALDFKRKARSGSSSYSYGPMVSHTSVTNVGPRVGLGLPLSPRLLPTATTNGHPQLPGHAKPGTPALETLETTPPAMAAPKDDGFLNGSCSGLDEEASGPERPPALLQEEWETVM
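HEK-293-derived GP2 cells expressing PTHR1 and a GloSensor cAMP reporter, 3,000/well, plated overnight, given luciferin plus IBMX (each 0.5 mM as added) for 1 h at 37 °C, then compound for 1 h at 37 °C. Luminescence was read after 15 min at room temperature.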
CCT chaperon mod – High-Throughput Screening for Modulators of Cytosolic Chaperonin Activity; actives 0.3% (n = 360,000); AID 651819, 2012; purified chaperonin ATPase assay, HTRF ADP detection, 30 min; activity change, % (test concentration not listed), hits read low; in the data active = activity change below about -30%; note: % is set by controls: 0 for no effect and ±100 for the full control effect
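ATPase activity: ADP formed was measured by HTRF Transcreener (665/615 nm ratio) after 30 min at 37 deg C with 10 uM ATP. Compounds screened at one 76 uM concentration against 40 or 20 nM TRiC in Tris pH 7.4/KCl/MgCl2/DTT buffer.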
Active calls of the source: *; i = inactive; ? = inconclusive; · = no result given; & = joins results of further samples; [ ] = remark or other dose. Unless noted, calls come from the whole dose curve; as a rule, active = well fitted curve in the direction sought with a large enough effect; inconclusive = small, poorly fitted or top-dose-only effect, or another doubt; inactive = no such curve, though single readings can be large; an effect the other way counts as inactive or inconclusive. An excerpt; the hit share may differ from the screen's.

SMILES	DRD3 antagonist	EPAC2 antag	D3 ag	Akt phos inh	MmCpn inh	EPAC2 ag	PTHR1 agonist	CCT chaperon mod
Cc1csc(/C(=N/OC(=O)c2ccco2)C(N)=O)n1	0	1%	-9	i	1%	6%	?	0.6
CCOc1cc(C(c2c(C)[nH][nH]c2=O)c2c(C)[nH][nH]c2=O)cc(Br)c1OC	1	-20%	6	i	-1%	11%	i	-4.4
COc1ccc2c(OC)cc(-c3ccccc3)nc2c1	27	-8%	5	i	0%	9%	i	-2.9
C=C1CCN([C@@H](CC(C)C)C(=O)NCc2ccc(Cl)c(Cl)c2)S(=O)(=O)c2ccccc21	-9	11%	2	i	·	7%	-8%	0.4
O=C(/C=C/c1ccc(OCCCF)cc1)Nc1ccnc(-c2cccnc2)n1	64	-1%	30	i	1%	-10%	-40%[inhibitor]	-1.1
CC1(CCCN2C(=O)c3ccccc3C2=O)OCCO1	-9	2%	2	i	·	6%	-3%	-1.9
Cc1ccc(SC2=C[C@@]3(O)CC[C@@H](O)[C@@](Sc4ccc(C)cc4)(C2=O)[C@H]3O)cc1	0	-2%	-4	i	·	14%	-75%[inhibitor]	0.3
COc1ccccc1CNC(=O)CCS(=O)(=O)c1cccs1	-2	-11%	2	i	-3%	6%	?	1.1
Cc1ccc(Cc2c(-c3cccc(Cl)c3)nc3cc(C)c(Br)c(C)n23)cc1	0	21%	-9	i	·	8%	-4%	-0.2
O=C(O)COc1ccc(NC(=O)c2ccc(NC(=O)c3ccco3)cc2)cc1	-4	1%	3	i	3%	1%	-14%	-4.0
CSc1nc(Cl)c(Br)c(Nc2c[nH]c(=O)[nH]c2=O)n1	1	-27%	-6	i	·	6%	?	-1.8
COc1ccc(CCNC(=O)COC(=O)C2CC2)cc1	-3	1%	5	i	1%	3%	i	-2.5
COc1ccc(S(=O)(=O)N2CCCC(C(=O)N3CCN(C)CC3)C2)cc1Cl (centres undefined)	3	1%	2	i	-2%	-2%	i	-0.4
O=C(Nc1ccc(-c2ccccc2)cc1)c1ccco1	?	1%	-14	i	-4%	-5%	i	-0.6
CN(C)S(=O)(=O)c1cccc(NC(=O)COC(=O)CCC(=O)c2ccc(F)cc2)c1	15	2%	3	i	0%	4%	-24%	-0.6
COc1ccc(C2N(c3ccc(Cl)cc3)N=C(C(C)=O)N(C)N2C(C)=O)cc1 (centres undefined)	-4	20µM*	-8	i	-2%	13%	i	-1.8
NC(=O)CSc1nc(O)cc(=O)n1-c1ccccc1	10	18%	-4	i	2%	3%	i	0.4
CCOC(=O)c1c(S(=O)(=O)N2c3ccccc3CC2C)c(C)n(C)c1C (centres undefined)	-3	-4%	4	i	0%	6%	i	-0.3
CCc1ccccc1-n1c(SCC(=O)NC)nnc1-c1cccnc1	26	10%	-1	·	-1%	3%	i	0.9
Cc1sc2ncnc(N3CCC(C(=O)N(C)CC(=O)Nc4ccc(Cl)c(C(F)(F)F)c4)CC3)c2c1C	8	-18%	10	i	-11%	-5%	-10%	2.6
CC1=CN2C(=N)/C(=C/c3ccc(Sc4ccc(C)cc4)o3)C(=O)N=C2S1	-21	-2%	-3	i	1%	-5%	-31%[inhibitor]	0.9
Cc1ccc(NC(=S)Nc2ccc(Br)cc2)cc1	15	-20%	0	i	1%	7%	i	-0.9
O=C(Nc1cccc(S(=O)(=O)N2CCOCC2)c1)c1ccc2ccccc2n1	-24	4%	2	i	0%	15%	-12%	-1.0
C=CCSc1nc2c(c(=N)n1CC=C)C1CCCC1S2 (centres undefined)	5	3%	-1	i	·	17%	-5%	-1.3
O=C(O)CCN1C(=O)C2C3CC(C2C1=O)C1C(c2ccccc2)c2sc(=O)[nH]c2SC31 (centres undefined)	10	3%	1	i	4%	0%	i	-3.8
Cc1ccc(OCc2cc(C(=O)N3CCN(C4CCCCC4)CC3)no2)cc1C	-6	-17%	-9	i	1%	18%	-19%	-0.1
COc1ccc(CCN(C)CC(O)COC(c2ccc(F)cc2)c2ccc(F)cc2)cc1OC (centres undefined)	-61*	-7%	-20	i	-1%	-9%	i	1.1
O=C(CCl)N1CCN(CC(=O)N2CCCC2)CC1	-6	17%	1	i	-1%	8%	i	-3.2
O=C(CSc1nccc(=O)[nH]1)Nc1ccc(Oc2ccccc2)cc1	7	-21%	4	i	1%	8%	-5%	-1.3
CN1C[C@H]2CON(C)[C@H]2C[C@H]1c1cccc(-c2ccccc2)c1	11	-3%	-32	i	·	7%	i	-0.2

A portion from the list above, as a working copy:
SMILES	DRD3 antagonist	EPAC2 antag	D3 ag	Akt phos inh	MmCpn inh	EPAC2 ag	PTHR1 agonist	CCT chaperon mod
CCOC(=O)c1c(S(=O)(=O)N2c3ccccc3CC2C)c(C)n(C)c1C (centres undefined)	-3	-4%	4	i	0%	6%	i	-0.3
CCc1ccccc1-n1c(SCC(=O)NC)nnc1-c1cccnc1	26	10%	-1	·	-1%	3%	i	0.9
Cc1sc2ncnc(N3CCC(C(=O)N(C)CC(=O)Nc4ccc(Cl)c(C(F)(F)F)c4)CC3)c2c1C	8	-18%	10	i	-11%	-5%	-10%	2.6
CC1=CN2C(=N)/C(=C/c3ccc(Sc4ccc(C)cc4)o3)C(=O)N=C2S1	-21	-2%	-3	i	1%	-5%	-31%[inhibitor]	0.9
Cc1ccc(NC(=S)Nc2ccc(Br)cc2)cc1	15	-20%	0	i	1%	7%	i	-0.9
O=C(Nc1cccc(S(=O)(=O)N2CCOCC2)c1)c1ccc2ccccc2n1	-24	4%	2	i	0%	15%	-12%	-1.0
C=CCSc1nc2c(c(=N)n1CC=C)C1CCCC1S2 (centres undefined)	5	3%	-1	i	·	17%	-5%	-1.3
O=C(O)CCN1C(=O)C2C3CC(C2C1=O)C1C(c2ccccc2)c2sc(=O)[nH]c2SC31 (centres undefined)	10	3%	1	i	4%	0%	i	-3.8
Cc1ccc(OCc2cc(C(=O)N3CCN(C4CCCCC4)CC3)no2)cc1C	-6	-17%	-9	i	1%	18%	-19%	-0.1
COc1ccc(CCN(C)CC(O)COC(c2ccc(F)cc2)c2ccc(F)cc2)cc1OC (centres undefined)	-61*	-7%	-20	i	-1%	-9%	i	1.1

Next results follow.
SMILES	DRD3 antagonist	EPAC2 antag	D3 ag	Akt phos inh	MmCpn inh	EPAC2 ag	PTHR1 agonist	CCT chaperon mod
COc1ccccc1CNC(=S)Nc1cc(C)ccc1C	-5	-22%	-6	i	-4%	10%	i	0.1
Cc1cccc(NC(=O)N(C)Cc2cccs2)c1	?	7%	1	i	3%	-4%	i	-1.4
COc1cc2c(cc1NC(=O)CC1SC(N3CCCC3)=NC1=O)oc1ccccc12 (centres undefined)	18	-1%	0	i	-5%	-6%	i	-5.7
CCOCCn1c(CN2CCN(c3ccccc3)CC2)nc2c1c(=O)n(C)c(=O)n2C	4	7%	3	i	·	-3%	-5%	0.0
Cc1ccc(C)n1CCN1CCN(C(=O)c2ccco2)CC1	-11	9%	5	i	1%	4%	i	1.3
COc1ccc(Nc2ccc(S(=O)(=O)N3CCCCCC3)cc2[N+](=O)[O-])cc1	?	-3%	-12	i	-2%	12%	-16%	-3.7
CCCOc1ccc(C2C(C(=O)c3ccc(C)o3)=C(O)C(=O)N2CCCn2ccnc2)cc1 (centres undefined)	-63*	11%	-1	i	·	0%	i	1.3
COc1ccc([C@@H]2CC=C(C(=O)O)[C@H](c3ccc(C)cc3)N2S(=O)(=O)c2ccccc2C)cc1	-30	-8%	-31	i	2%	7%	i	-2.4
COc1ccc2[nH]c(=O)c(CN(CCO)C(=O)NCc3ccccc3)cc2c1	-9	-2%	20	·	·	10%	-3%[57.5 µM]	-4.0
Cc1ccc(-c2cc(C(=O)NCc3ccco3)c3ccccc3n2)o1	?	0%	-1	i	-4%	-4%	i	2.7
O=C1NC(=Nc2ccc(O)cc2)S/C1=C\C=C\c1ccco1	-26	4%	-8	i	-2%	-1%	i	-0.4
CC(C)CCNC(=O)C(c1ccco1)N(Cc1ccccc1)C(=O)c1snc(C(N)=O)c1N (centres undefined)	17	-18%	2	i	-2%	0%	-23%	-1.7
Oc1ccc2ccccc2c1C=NCc1cn2ccsc2n1	-23	9%	0	i	-3%	4%	-29%[57.5 µM]	1.5
Cc1cc(NC(=O)NC(=O)c2ccccc2NC(=O)CN(C)C)ccc1Oc1ncc(Br)cn1	5	-1%	-2	i	·	-4%	-18%	-1.6
COc1cccc(NC(=O)C2(C)CCN2Cc2ccc(OC(C)C)cc2)c1 (centres undefined)	24	-17%	14	i	·	6%	i	-3.4
COc1ccc(C(=O)CCC(C)(C)[N+](=O)[O-])cc1	2	3%	1	i	4%	12%	i	-6.1
CC(CN1CCN(C/C=C/c2ccccc2)CC1)c1ccccc1 (centres undefined)	-26	4%	-8	i	1%	10%	-19%	1.2
CCOC(=O)C1=C(C)Nc2nc(C)nn2C1c1ccc(OC)c(OC)c1 (centres undefined)	0	12%	-12	i	2%	6%	15%	1.2
O=C(CCc1c[nH]c2ccccc12)N1CCCCCCC1	-6	?	-1	i	-1%	11%	1%	-1.5
CCOC(=O)c1cc(-c2ccccc2)nc2ccc(C)cc12	17	-19%	-5&-2	i	6%	9%	-10%	-0.5
COc1ccc(OC)c(-n2c(C)cc(/C=C3\C(=N)N4N=C(CC(=O)N5CCOCC5)SC4=NC3=O)c2C)c1	-8	-10%	5	i	-6%	-12%	-1%	-0.4
